Hck Nef HTS: blocks Nef-activated human Hck kinase. P08631. Recombinant Hck-YEEI plus Nef, Z-Lyte FRET kinase assay. inhibition, % at 20 µM. 220,000 compounds, 0.68% hits;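 active = Hck-Nef kinase inhibition above about 50%, limit read from the data; inactive = inhibition below that limit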;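 note: 0% = DMSO with Hck plus Nef and 100% = Hck alone without Nef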
p97 ATPase inh: human p97 ATPase inhibition; inhibition, % at 8 µM; P55072; recombinant p97 ATPase, Kinase-Glo ATP luminescence, 3 h; 220,000 compounds, 0.42% hits; in the data active = inhibition above about 15%;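 note: 0% = DMSO vehicle and 100% = wells lacking enzyme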
Runt-CBFb FRET: inhibitors of human RUNX1 Runt domain binding to CBFb; 220,000 compounds, 0.46% hits; Cerulean-Runt/Venus-CBFb FRET ratio 530/480, 1 h; Q01196+Q13951; inhibition, % at 20 µM;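 active = inhibition over about 50% at 20 µM in the single-dose screen, limit read from the data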;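 note: 0% = DMSO wells and 100% = excess unlabeled CBFb competitor control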
Target sequence (Q01196 whole entry, looked up, the tested form may be a part): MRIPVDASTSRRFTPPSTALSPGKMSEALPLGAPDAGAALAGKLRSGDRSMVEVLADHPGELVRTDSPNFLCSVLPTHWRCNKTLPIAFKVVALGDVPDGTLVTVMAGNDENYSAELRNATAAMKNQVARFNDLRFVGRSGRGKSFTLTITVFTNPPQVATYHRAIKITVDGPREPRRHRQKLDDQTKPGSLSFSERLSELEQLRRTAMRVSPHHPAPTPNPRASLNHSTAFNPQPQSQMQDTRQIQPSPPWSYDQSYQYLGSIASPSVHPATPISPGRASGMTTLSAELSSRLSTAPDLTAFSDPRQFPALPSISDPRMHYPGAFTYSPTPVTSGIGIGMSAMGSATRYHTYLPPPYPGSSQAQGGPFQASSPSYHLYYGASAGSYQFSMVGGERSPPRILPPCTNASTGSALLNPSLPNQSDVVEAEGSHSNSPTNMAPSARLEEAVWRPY
Target sequence (Q13951 whole entry, looked up, the tested form may be a part): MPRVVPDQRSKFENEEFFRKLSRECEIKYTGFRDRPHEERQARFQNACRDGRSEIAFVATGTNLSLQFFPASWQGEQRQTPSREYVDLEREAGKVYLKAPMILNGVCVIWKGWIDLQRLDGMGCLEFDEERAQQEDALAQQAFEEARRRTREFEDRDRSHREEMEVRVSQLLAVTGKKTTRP
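Schedule: protein complex preformed 1 h, compound exposure 1 h, room temperature, dark; test system: Cerulean-labeled Runt domain protein; amount: 100 nM per protein; buffer or medium: Tris 50 mM pH 7.5, KCl, K2SO4, 0.01% BSA; read-out: loss of energy transfer signal; detection: FRET fluorescence; controls: 5 µM unlabeled CBFb as full-inhibition high control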
NPY Y1 blocker: blocks the human neuropeptide Y Y1 receptor; inhibition, % at 3.6 µM; HEK293-CNG Y1 cells, membrane potential fluorescence; NPY at EC95, then isoproterenol; 200,000 compounds, 1% hits;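 active = inhibition above the campaign mean inhibition of all tested compounds plus 3 SD, cut at about 20% in these data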;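 note: 0% = DMSO wells given NPY plus isoproterenol and 100% = isoproterenol alone without NPY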
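Assay system: HEK293 cells with Y1 receptor plus CNG channel | Probe or stimulus: NPY (25 nM), isoproterenol (1 µM), Ro 20-1724 (25 µM) | Timing: Compound incubation 1 h at room temperature, readout 45 min post-stimulation | Measured by: Membrane-potential fluorescent dye readout | Benchmarks: High control isoproterenol alone, low control NPY with isoproterenol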
NPY-Y2 PAM-ag: potentiates or activates human NPY-Y2 receptor; AID 1359; 220,000 compounds, 0.45% hits; activation, % at 3.6 µM; P49146; cells expressing NPY-Y2, potentiator/agonist read-out; in the data active = activation above about 27%;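 note: cells stimulated with NPY near EC25 plus isoproterenol at EC100; 0% = vehicle plus submaximal agonist and 100% = vehicle plus saturating agonist; some results beyond the cut were filed as inactive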
NPY1 pot ag: potentiators or agonists of human neuropeptide Y receptor Y1; 220,000 compounds, 0.37% hits; P25929; activation, % at 3.6 µM; NPY-Y1 expressing cells, potentiator/agonist activation; in the data active = activation above about 33%, passing the limit was not always enough;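 note: cells stimulated with NPY at EC10 then isoproterenol at EC100; 0% = low agonist plus stimulus and 100% = saturating agonist plus stimulus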
RBBP9 inhibitor: blocks human serine hydrolase RBBP9. 220,000 compounds, 0.2% hits. recombinant RBBP9, FP-Rh probe fluorescence polarization. O75884. inhibition, % at 7.94 µM;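 active = inhibition above the campaign mean of all tested compounds plus 3 SD, cut at about 14% in these data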;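 note: plate controls were DMSO wells with RBBP9 for no effect and wells lacking RBBP9 protein for full effect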
Target sequence (O75884 whole entry, looked up): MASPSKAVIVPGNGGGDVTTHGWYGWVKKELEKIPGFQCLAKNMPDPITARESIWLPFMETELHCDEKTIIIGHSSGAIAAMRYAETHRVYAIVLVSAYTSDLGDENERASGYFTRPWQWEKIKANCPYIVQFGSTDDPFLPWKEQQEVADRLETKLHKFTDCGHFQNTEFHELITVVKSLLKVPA
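System: RBBP9 protein / Buffer or medium: Tris/NaCl buffer pH 8.0 with 0.1% Pluronic / Probe or stimulus: Serine-hydrolase probe FP-Rh, 375 nM pre-mixing / Dosing: 7.94 µM single dose, 0.794% DMSO / Times: enzyme-compound preincubation 30 min, then probe labeling 45 min, 25 °C / Technique: fluorescence polarization (mP), excitation 525 nm, emission 598 nm / Replication: singlicate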
MDM2 E3 inh: inhibitors of human Mdm2 E3 ubiquitin ligase. 210,000 compounds, 0.11% hits. signal enhancement, % at 5 µM. cell-based MDM2 ubiquitination luciferase reporter, 2 h; 0 = plate control, 100 = twice control, blank-subtracted;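 active = signal enhancement of 30% or more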;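 note: luminescence tracks abundance of the self-degrading MDM2-luciferase fusion protein; higher signal means inhibition of MDM2 E3 ligase activity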
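Assay system: mammalian cells stably expressing self-ubiquitinating, self-degrading MDM2 E3–luciferase fusion. Quantity: 2000 cells in each well. Medium: DMEM culture medium. Compound dosing: single-point 5 µM. Timing: cell settling 4 h, compound treatment 2 h, both 37 °C. Technique: luciferase luminescence. Read-out basis: percent signal gain over controls, blank-subtracted. Benchmarks: plate controls and plate blanks.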
Runt-SMMHC FRET: Runt domain-CBFb-SMMHC interaction inhibition | Q01196+Q13951 | Cerulean-Runt/Venus-CBFb-SMMHC FRET ratio 530/480, 1 h | inhibition, % at 20 µM | 220,000 compounds, 0.74% hits | AID 1434;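 active = mean inhibition across duplicate retests at 20 µM reaching about 50%, limit read from the data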;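 note: 0% = DMSO wells and 100% = wells with excess untagged CBFb-SMMHC; inhibitors lower the FRET ratio by blocking Runt binding to CBFb-SMMHC; some results filed as inactive read as strong as hits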
* = called active by the depositor; . = no result given.

SMILES	Hck Nef HTS	p97 ATPase inh	Runt-CBFb FRET	NPY Y1 blocker	NPY-Y2 PAM-ag	NPY1 pot ag	RBBP9 inhibitor	MDM2 E3 inh	Runt-SMMHC FRET
CCOC(=O)c1ccc(Oc2nc(NC)nc(OC)n2)cc1	5	-6	-2	2	2	-42	-6	-4	-1
CCOC(=O)C1CCCN(C(=O)COc2ccccc2F)C1 (configuration not stated)	24	-3	0	0	1	0	0	-8	1
Cc1c(C(=O)N2CCC(C)CC2)cccc1[N+](=O)[O-]	17	5	-2	-1	-3	18	-3	-1	2
COc1ccc(C(=O)N/C(=C\c2ccc3c(c2)OCO3)C(=O)Nc2ccc(C(=O)O)cc2)cc1	54*	2	1	3	8	11	-8	-2	2
O=c1cc(CN2CC(O)Cc3ccc4ccccc4c32)nc2sccn12 (configuration not stated)	13	-4	-1	-4	-5	-6	-10	-87	2
CCNc1nc(NCC)n2c(SCC(=O)O)nnc2n1	2	5	2	-2	12	-1	8	-14	-4
Cc1cc(S(=O)(=O)N2CC(=O)N(CCc3ccccc3)C(=O)C2)ccc1F	0	0	-4	-3	-7	-15	1	-13	-9
O=C(OCn1nnc2ccccc2c1=O)c1ccc(N2CCOCC2)c([N+](=O)[O-])c1	5	3	-1	-4	-12	-9	-9	11	-7
CC(C)c1ccc(/C=C/C(=O)N2CCc3ccccc3C2)cc1	1	-1	-6	3	-8	-8	8	-24	-2
O=C(Cn1cnc([N+](=O)[O-])n1)N/N=C/c1cccc2ccccc12	3	5	0	-1	7	1	-6	-18	-1
S=C1NC2(CCCCC2)N=C1c1ccccc1	5	4	2	-1	5	-7	3	0	-2
COc1ccc(OCCOc2ccccc2[N+](=O)[O-])cc1	-1	-8	0	3	3	-1	-4	-6	2
CCOC(=O)c1nn(-c2ccccc2)cc1O	34	7	1	.	4	10	1	.	1
O=C(O)c1ccccc1C(=O)NC1CCCCNC1=O (configuration not stated)	0	-4	1	.	-8	13	1	-1	-2
CCOc1ccc2nc(N3CCCC(C(=O)N4CCN(CC)CC4)C3)sc2c1 (configuration not stated)	-1	-4	4	-3	19	3	-8	-21	-6
O=C(CSc1ncn[nH]1)Nc1ccc(OCc2ccccc2)cc1	14	5	1	2	18	23	-11	-14	-3
Cc1sc2nc(COC(=O)c3c(F)cccc3F)[nH]c(=O)c2c1C	20	3	-1	3	-12	0	-8	9	2
Cc1nn(Cc2ccccc2)c(Cl)c1C(=O)OCC(=O)NC(=O)NC12CC3CC(CC(C3)C1)C2	1	-2	2	-6	2	-16	-5	.	1
CCOc1cc2c(cc1/C=C/C(=O)O)OC(C)C2 (configuration not stated)	20	6	3	.	-9	16	2	.	5
Clc1ccc(OCc2nc(-c3ccccn3)no2)c(Br)c1	25	-4	-1	7	5	-25	-2	-50	2
COc1ccc(-c2nc(CSCC(=O)NCc3ccco3)c(C)o2)cc1	2	-3	2	1	-12	7	-4	-18	-4
COC(=O)CN(c1cccc(F)c1)S(C)(=O)=O	4	0	-1	5	12	-3	4	.	1
Cc1ccc(NC(=O)N2CCC(O)(c3cccnc3)CC2)cc1	-2	-1	0	-3	-9	-14	-4	-12	0
CCOC(=O)C1=C(CS(=O)(=O)c2ccccc2)NC(=O)NC1c1ccccc1OCC (configuration not stated)	2	-1	2	4	-9	4	-7	-3	-5
O=c1[nH]n2c(=O)c3c([nH]c2c1N=Nc1cccc(C(F)(F)F)c1)CCCC3	14	-1	-11	-5	5	-18	12	.	-24

Some entries already given, reduced to Runt-SMMHC FRET.
Molecule | Runt-SMMHC FRET
Cc1c(C(=O)N2CCC(C)CC2)cccc1[N+](=O)[O-] | 2
COc1ccc(C(=O)N/C(=C\c2ccc3c(c2)OCO3)C(=O)Nc2ccc(C(=O)O)cc2)cc1 | 2
O=c1cc(CN2CC(O)Cc3ccc4ccccc4c32)nc2sccn12 (configuration not stated) | 2
CCNc1nc(NCC)n2c(SCC(=O)O)nnc2n1 | -4

(next part)
SMILES	Hck Nef HTS	p97 ATPase inh	Runt-CBFb FRET	NPY Y1 blocker	NPY-Y2 PAM-ag	NPY1 pot ag	RBBP9 inhibitor	MDM2 E3 inh	Runt-SMMHC FRET
O=C(O)c1ccc(NCc2ccncc2)cc1	0	-7	0	0	-4	19	7	-16	-5
CCOc1cc(C#N)c(NC(=O)c2ccco2)cc1OCC	-1	-10	-1	-2	6	21	-4	9	-5
CCc1ccccc1NC(=O)CSc1nc2n[nH]c(C)c2c(=N)n1-c1ccc(OC)cc1	0	1	-4	5	22	12	-13	3	3
S=C(NCCCn1ccnc1)Nc1cccc(Cl)c1	2	4	3	2	-27	-12	-7	-18	-2
O=C(NC(=S)Nn1cnc2c(cnn2-c2ccccc2)c1=O)c1ccc(Cl)cc1	3	2	6	3	-9	-5	6	-22	-1
CC1(C)C(=O)OC(c2cccs2)C(C)(C)C1=O (configuration not stated)	0	5	-1	-5	0	-12	1	2	3
Cn1c(SCC(=O)c2ccccc2)nnc1-c1cccs1	26	2	3	.	-16	9	-12	.	0
Cc1[nH]c2ccccc2c1C(=O)COC(=O)C1CC(=O)N(Cc2ccco2)C1 (configuration not stated)	3	5	3	-8	8	4	1	14	-10
CC1CC(C)CN(CCCNC(=O)c2ccc3c(SCC(=O)O)c4c(nc3c2)CCC4)C1 (configuration not stated)	6	5	4	.	-29	15	2	-10	-7
COc1ccc(C)cc1NC(=O)CC(NC(C)=O)c1ccccc1 (configuration not stated)	8	-3	3	4	-17	-21	-8	-22	2
CSc1nc(S(=O)(=O)c2ccccc2)c(Cl)s1	15	-1	0	4	9	4	-1	-9	1
COc1ccc(NC(=O)C2CCCN2S(=O)(=O)c2ccc3c(c2)CCC(=O)N3)c(OC)c1 (configuration not stated)	1	1	-1	16	-5	10	-2	-22	-1
Cc1cccc(NC(=O)CCN2CC(C)OC(C)C2)c1 (configuration not stated)	0	3	-1	-1	17	-1	-9	-16	-2
COc1ccc(/C=N/N=C2/NC(=O)C(CC(=O)O)S2)cc1OCc1ccc(Cl)cc1 (configuration not stated)	5	5	1	1	0	6	3	-5	-1
O=C(NC(=S)NCCc1ccccc1)c1ccco1	0	-1	-5	1	-7	-7	-7	-10	6
NC(N)=NN=C1CCCCCCCCCCC1	14	13	-1	.	-1	-30	-3	-30	4
CCOCCCNS(=O)(=O)c1ccc(NC(=O)c2ccccc2)cc1	1	0	1	-1	-13	-37	-4	0	4
Cc1ccc2c(COC(=O)c3c(C)noc3C)cc(=O)oc2c1	28	-3	-1	3	-13	2	-2	-5	-2
COc1cc(C(=O)Nc2ccc(S(=O)(=O)Nc3cc(C)nc(C)n3)cc2)cc(OC)c1OC	23	4	-2	-1	15	6	3	0	-4
Cc1ccnc(NC(=S)NC(=O)c2cncc(Br)c2)c1	6	0	1	2	3	2	-5	4	2
COC(=O)C1C(=O)NC(SC)=C(C#N)C1c1ccccc1F (configuration not stated)	6	4	-1	-4	1	7	6	4	-5
CS(=O)(=O)Nc1ccc(OCc2ccccc2)cc1	1	3	0	-1	8	-11	1	-8	-2
COc1cc(CO)cc(Br)c1OCC(=O)O	9	3	-5	-2	-1	0	-2	-8	1
Cc1ccc(CN2CCN(/N=C/c3cccn3C)CC2)c(C)c1	21	-3	1	11	8	-11	-7	0	1
Cc1nnc(Sc2nc3c(c(=O)[nH]c(=O)n3C)n2Cc2ccccc2)s1	25	.	3	.	.	.	.	-5	2

The results go on:
SMILES	Hck Nef HTS	p97 ATPase inh	Runt-CBFb FRET	NPY Y1 blocker	NPY-Y2 PAM-ag	NPY1 pot ag	RBBP9 inhibitor	MDM2 E3 inh	Runt-SMMHC FRET
CCOc1cc(C(=O)Nc2ncccn2)cc(OCC)c1OCC	9	-4	1	-2	8	-12	-13	-16	4
c1ccc2c(c1)NC(c1ccncc1)n1c-2nc2ccccc21 (configuration not stated)	1	-4	.	-4	-9	-13	-4	-8	2
CN(Cc1cnn(C)c1)Cc1nc(-c2ccc(Cl)cc2)no1	4	2	-1	3	3	6	-10	-1	6
COc1ccc(C2C(C(=O)N3CCCC3)CC(=O)N2c2ccc(OC)cc2)cc1 (configuration not stated)	-3	-3	0	-1	-4	8	-4	3	4
CCOC(=O)c1sc(Nc2ccc(OCC)cc2)nc1C	16	0	-5	4	2	-5	-4	0	-2
Cn1c(=NC(=O)CSCC(=O)N2CCCC2)sc2ccccc21	1	0	0	-8	-11	-12	0	-6	-1
N#Cc1nc(-c2ccco2)oc1N1CCC(C(N)=O)CC1	0	2	-1	3	1	-1	-5	-3	0
O=C(CCN1C(=O)c2ccccc2C1=O)Nc1cccc(S(=O)(=O)NC2=NCCC2)c1	13	5	0	3	3	22	-5	1	-4
O=C(CSC1=Nc2ccccc2C2=NC(c3ccccc3)C(=O)N12)NCC1CCCO1 (configuration not stated)	2	6	2	-6	7	19	4	-13	-2
COc1ccc(C(=O)NCC2CCCO2)cc1S(=O)(=O)N1CCCc2ccccc21 (configuration not stated)	24	3	1	-2	-8	-6	1	7	74
Cc1occc1C(=O)NNC(=O)c1cccc(F)c1	-9	4	-1	14	5	-1	1	2	-2
CN(C(=O)c1ccc(S(=O)(=O)N2CCCC2)cc1)C1CCCCC1	2	-5	2	2	-5	-1	-6	-21	1
COC(=O)CN1C(=O)N/C(=C/c2ccc(OC)c(C)c2OC)C1=O	18	4	-118	6	-7	8	-3	-3	-3
COc1ccccc1NC(=O)CNC(=O)c1ccc([N+](=O)[O-])cc1	4	3	0	-3	8	18	8	-9	-3
CS(=O)(=O)c1cnc2c(S(=O)(=O)c3ccccc3)cnn2c1N	1	1	-1	1	1	5	-6	3	0
C=C1CCN([C@H](C(=O)NCc2cc(OC)c(OC)c(OC)c2)C(C)C)S(=O)(=O)c2ccccc21	33	.	1	.	.	.	.	8	2
CCC1(CC)C(=O)NC(=O)NC1=NCCc1c[nH]c2ccccc12	0	2	2	1	-5	-7	-5	.	1
CC(C)CCNC(=O)NC(=O)COC(=O)/C=C/c1cccc([N+](=O)[O-])c1	-7	3	0	7	1	-6	8	-5	-3
